Screens from PubChem BioAssay.
PKA-R2B activ: activators of human PKA-R2B complex | P22694+P31323 | PKA-R2B holoenzyme dissociation, Cy5-IP20 fluorescence polarization; R2B truncated from residue 108, S112A mutant; 0% DMSO only, 100% 113 µM cGMP | activation, % at 11.4 µM | 340,000 tested, 0.079% active;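 active = activation above a cutoff set at the mean over all compounds plus 3 SD, cut at about 18% in these data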;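 note: higher means more holoenzyme dissociation and a rise in polarization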
Target sequence (P31323 whole entry, looked up, other chains not shown, the tested form may be a part): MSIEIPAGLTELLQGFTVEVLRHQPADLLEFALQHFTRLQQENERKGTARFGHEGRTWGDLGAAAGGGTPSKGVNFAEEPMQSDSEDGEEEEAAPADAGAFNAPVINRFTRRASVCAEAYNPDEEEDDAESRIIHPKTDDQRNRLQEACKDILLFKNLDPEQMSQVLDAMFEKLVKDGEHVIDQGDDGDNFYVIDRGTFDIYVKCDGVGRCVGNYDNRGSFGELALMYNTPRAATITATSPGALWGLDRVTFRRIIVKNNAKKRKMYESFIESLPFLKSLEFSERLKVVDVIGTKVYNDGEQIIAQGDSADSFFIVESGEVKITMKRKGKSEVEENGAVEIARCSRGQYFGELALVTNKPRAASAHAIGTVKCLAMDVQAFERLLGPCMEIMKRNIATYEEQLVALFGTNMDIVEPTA
SR-BI uptake up: activators of SR-BI mediated HDL lipid uptake; CHO ldlA[mSR-BI] cells, DiI-HDL uptake fluorescence, 3 h; 100 = double the neutral-control signal; activation, % at 12.5 µM; 320,000 tested, 0.096% active;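 active = mean replicate activation of at least 60% and every replicate at or above 60%; inconclusive = mean or all-replicate condition met, but not both; inactive = mean below 60% and not all replicates reaching 60%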;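 note: 0% = median plate neutral-control signal and 100% = twice that signal; values of inactives mirror those of a sister screen read the other way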
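Test system: SR-BI-overexpressing, LDLR-lacking CHO cells; Medium: Ham's F12 with 0.5% BSA, HEPES 25 mM, pH 7.4; Schedule: 3 h, 37 °C; Technique: bottom-read fluorescence, 550/595 nm.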
Keap1 Nrf2 FP: disrupts human Keap1 binding to Nrf2 peptide; AID 504523; Keap1 Kelch-Nrf2 peptide fluorescence polarization, 1536-well; inhibition, % at 9.4 µM; 340,000 tested, 0.15% active; Q14145; in the data active = inhibition above about 12%; inconclusive = no clear call, values can overlap the other calls; inactive = below about 7.3%;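 note: human Keap1 Kelch domain with fluorescein labeled Nrf2 9mer peptide probe; 0% = neutral control wells and 100% = peptide positive control; higher means more block of Keap1 binding to Nrf2 peptide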
Target sequence (Q14145 whole entry, looked up, the tested form may be a part): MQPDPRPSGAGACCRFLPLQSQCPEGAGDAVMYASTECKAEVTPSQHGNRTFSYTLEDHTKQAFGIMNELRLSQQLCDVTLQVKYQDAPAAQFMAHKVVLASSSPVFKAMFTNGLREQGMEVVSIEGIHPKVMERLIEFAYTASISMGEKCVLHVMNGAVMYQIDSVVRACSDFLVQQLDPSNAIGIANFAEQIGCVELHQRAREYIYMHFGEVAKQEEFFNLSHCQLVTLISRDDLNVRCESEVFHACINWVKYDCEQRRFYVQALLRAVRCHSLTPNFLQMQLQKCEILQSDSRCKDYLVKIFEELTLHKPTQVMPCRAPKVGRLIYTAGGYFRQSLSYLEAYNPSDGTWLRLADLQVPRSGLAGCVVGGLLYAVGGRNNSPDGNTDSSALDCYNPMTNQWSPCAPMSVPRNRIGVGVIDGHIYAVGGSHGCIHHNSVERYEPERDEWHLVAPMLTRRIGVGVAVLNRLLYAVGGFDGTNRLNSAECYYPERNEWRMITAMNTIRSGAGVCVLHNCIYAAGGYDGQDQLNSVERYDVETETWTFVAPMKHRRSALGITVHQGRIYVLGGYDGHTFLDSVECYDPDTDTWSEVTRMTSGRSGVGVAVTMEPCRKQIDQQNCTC
SR-BI HDL uptake: blocks mouse SR-BI lipid uptake from DiI-HDL; Q61009; inhibition, % at 12.5 µM; 320,000 tested, 0.96% active; ldlA[mSR-BI] CHO cells, DiI-HDL uptake fluorescence, 3 h;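 active = mean replicate inhibition of at least 70% and a set share of replicates each scoring 70 or more; inconclusive = meets just one of the two criteria; inactive = fails both criteria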;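 note: 0% = median of neutral control wells and 100% = median of positive control wells; values of inactives mirror those of a sister screen read the other way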
NSD2 HMT inh: NSD2 (human) methyltransferase inhibition | O96028 | inhibition, % at 12.5 µM | 310,000 tested, 0.54% active | NSD2 peptide methylation, AlphaScreen, 120 min; in the data active = inhibition above about 50%
RTF Ca sens inh: cardiac RTF calcium desensitization | P19429+P45379 | IANBD-labeled cardiac RTF, Ca2+ fluorescence | inhibition, % at 7.15 µM | 340,000 tested, 0.12% active | AID 493244;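 active = inhibition above the mean inhibition of all tested compounds plus 3 SD, cut at about 17% in these data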;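 note: assay run at fixed EC70 calcium of 1.6 mM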
Arr AP2 block: inhibitors of human beta-arrestin and AP2 interaction; inhibition, % at 10 µM; FITC-arrestin peptide / GST-AP2 beads, flow cytometry; AP2 beta2 appendage carries R879A mutation; 340,000 tested, 0.31% active;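 active = inhibition above a set limit, near 3 SD of compounds lacking own fluorescence, cut at about 54% in these data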;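 note: plate controls were DMSO wells for no effect and 5 µM unlabelled arrestin peptide for full effect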
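Material – GST-tagged AP2 beta2-adaptin appendage (R879A) on 4 µm glutathione beads · Probe or stimulus – fluorescein-tagged arrestin peptide at 50 nM final · Timing – 12 min plus 1 h, RT · Detection – bead flow cytometry, FITC channel · Read-out basis – inhibition as reduced fluorescein signal on beads, percent · Medium – PBS plus Tween 20 (0.05%) and BSA (0.1%)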
PvdQ acylase: P. aeruginosa PvdQ acylase inhibition. purified PvdQ acylase, fluorescence plate reader. inhibition, % at 10 µM. 340,000 tested, 0.063% active. AID 488965; in the data active = inhibition above about 30%, passing the limit was not always enough; inconclusive = no clear call, values can overlap the other calls;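 note: 0% = vehicle neutral wells and 100% = reference inhibitor wells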
DAGLB inh: blocks human DAGLB lipase activity | inhibition, % at 5.17 µM | 340,000 tested, 0.059% active | HEK293T DAGLB membrane lysate, EnzChek fluorogenic substrate | AID 504411; in the data active = inhibition above about 34%;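 note: 0% = enzyme with vehicle and 100% = wells lacking enzyme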
LANA DNA inh: inhibitors of KSHV LANA C-terminal domain DNA binding; MBP-C-LANA/FAM-LBS DNA binding, fluorescence polarization; inhibition, % at 9 µM; 340,000 tested, 0.078% active; AID 504423;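 active = highest replicate inhibition at or above 60% at 9 µM, even if other replicates fall short; inactive = all replicates below 60% inhibition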;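 note: 0% = neutral control wells and 100% = 4 µM acridine orange control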
Starred values were filed as active, the others as inactive; ? = inconclusive; / = no result given.

1) CCN1CCC2(CC1)N=C(c1ccc(F)cc1)C(=S)N2C(=O)c1ccc(C)cc1
2) Cc1ccc(C(=O)OCC(=O)c2c[nH]c3ccccc23)cc1S(=O)(=O)N1CCOCC1
3) Cc1cc2nc(C)n(CCCN)c2cc1C
4) COc1cc(C(=O)NCC2CCCCC2)cc(OC)c1OC
5) Cc1cc(C(=O)N2CCC(CO)(Cc3cccc(C(F)(F)F)c3)CC2)n[nH]1
6) CSc1nc(C)c2c(n1)N(c1ccc(O)cc1)CC2
7) COC(=O)c1cnc(NNS(=O)(=O)c2ccc(Cl)cc2)nc1C(F)(F)F
8) Cc1ccc(-c2nnn(CC(=O)N(c3ccc(F)cc3)C(C(=O)NC3CCCC3)c3ccncc3)n2)o1 (configuration not stated)
Screen / compound no.	1	2	3	4	5	6	7	8
PKA-R2B activ	-8	-6	4	5	-6	-22	/	-1
SR-BI uptake up	-6	-56	5	2	-1	-1	0	/
Keap1 Nrf2 FP	-12	-3	1	0	0	4	1	3
SR-BI HDL uptake	6	56	-5	-2	1	1	0	/
NSD2 HMT inh	0	-2	9	0	1	2	0	-3
RTF Ca sens inh	-16	-22	-6	-11	-7	-14	/	3
Arr AP2 block	0	31	7	-5	-9	17	-3	-3
PvdQ acylase	5	-3	-5	-15	-13	0	-4	-9
DAGLB inh	-2	1	2	-1	1	2	/	0
LANA DNA inh	-2.3	0.9	0.4	-0.3	-0.9	0.7	2.6	-2.0

9) CSC1=NCCCN1C(=O)c1c(-c2ccccc2Cl)noc1C
10) CCOc1ccc(-c2cnc(SCC(N)=O)nc2N)cc1
11) COc1ccc(CCNC(=O)c2ccc3c(=O)n4c(nc3c2)CCC4)cc1OC
12) CCC1CCCCN1CCCNC(=O)CN1C(=O)COc2ccccc21 (configuration not stated)
13) COC(=O)c1cn(NC(=O)c2ccc([N+](=O)[O-])c(C)c2)c(=O)c2ccccc12
14) CC(C)=Cc1oc2ccc([N+](=O)[O-])cc2c1N1CCOCC1
15) NS(=O)(=O)c1ccc(Cc2ncc(C(F)(F)F)cc2Cl)s1
16) CCOc1ccccc1NC(=O)CN(c1nccs1)S(=O)(=O)c1ccc(N)cc1
Screen / compound no.	9	10	11	12	13	14	15	16
PKA-R2B activ	-15	6	6	9	-7	5	-2	7
SR-BI uptake up	8	2	-3	13	6	-1	-10	-3
Keap1 Nrf2 FP	-1	-2	0	-4	-3	1	0	-4
SR-BI HDL uptake	-8	-2	3	-13	-6	1	10	3
NSD2 HMT inh	-5	0	-2	5	-4	-1	0	-1
RTF Ca sens inh	0	-2	-19	-7	-6	1	-1	5
Arr AP2 block	22	15	38	4	15	-7	-4	19
PvdQ acylase	5	4	5	-16	-4	-11	-4	15
DAGLB inh	-1	-3	1	-1	1	-1	-3	3
LANA DNA inh	-0.5	-0.7	0.1	-0.1	0.1	-2.2	-0.5	-0.3

Looked up above:
`CCOc1ccc(-c2cnc(SCC(N)=O)nc2N)cc1` in Arr AP2 block shows 15
`CCOc1ccccc1NC(=O)CN(c1nccs1)S(=O)(=O)c1ccc(N)cc1` in Arr AP2 block shows 19
`NS(=O)(=O)c1ccc(Cc2ncc(C(F)(F)F)cc2Cl)s1` in DAGLB inh shows -3
`CC(C)=Cc1oc2ccc([N+](=O)[O-])cc2c1N1CCOCC1` in SR-BI uptake up shows -1

Next part:
17) Nc1nc2c(c(=O)[nH]1)C(c1ccccc1)C1=C(N2)c2ccccc2C1=O (configuration not stated)
18) CCC(=O)NC(=S)Nc1ccc(S(=O)(=O)NC2CCCCC2)cc1
19) O=C(NC(Cc1ccccc1)C(=O)O)/C(=C\c1ccc([N+](=O)[O-])cc1)NC(=O)c1ccco1 (configuration not stated)
20) Nc1ccc(Oc2ccc3nc(-c4ccccc4)c(-c4ccc([N+](=O)[O-])cc4)nc3c2)cc1
21) Cc1ccc(SCC(=O)Nc2ccc(F)cc2[N+](=O)[O-])cc1C
22) CCN(CC)c1nc(Nc2ccccc2)nc(Oc2ccc(=O)[nH]n2)n1
23) CCN(CC)CCOC(=O)c1cccc(Br)c1
24) O=c1c2c3c(sc2nc2n1CCCCC2)CCC3
Screen / compound no.	17	18	19	20	21	22	23	24
PKA-R2B activ	-7	5	-1	-4	-12	3	-5	6
SR-BI uptake up	9	6	12	-76	17	-26	28	1
Keap1 Nrf2 FP	-5	1	-4	-9	-6	-6	3	-4
SR-BI HDL uptake	-9	-6	-12	76*	-17	26	-28	-1
NSD2 HMT inh	11	0	-1	1	5	6	7	-3
RTF Ca sens inh	6	-3	-1	-5	7	-4	-8	-4
Arr AP2 block	8	10	6	9	9	-1	3	104*
PvdQ acylase	-16	-18	-4	-29	?	-2	-11	-16
DAGLB inh	15	0	1	3	-17	-1	1	-4
LANA DNA inh	-1.5	-0.6	1.3	-1.4	-0.8	-1.4	-0.9	0.3

Shown with tabs: two of the compounds above.
cpd	Compound	PKA-R2B activ	SR-BI uptake up	Keap1 Nrf2 FP	SR-BI HDL uptake	NSD2 HMT inh	RTF Ca sens inh	Arr AP2 block	PvdQ acylase	DAGLB inh	LANA DNA inh
13	COC(=O)c1cn(NC(=O)c2ccc([N+](=O)[O-])c(C)c2)c(=O)c2ccccc12	-7	6	-3	-6	-4	-6	15	-4	1	0.1
14	CC(C)=Cc1oc2ccc([N+](=O)[O-])cc2c1N1CCOCC1	5	-1	1	1	-1	1	-7	-11	-1	-2.2

(more compounds)
25) Cc1nc2nc(C)c(CCC(=O)N3CCN(c4ccccc4)CC3)c(C)n2n1
26) COc1ccccc1Nc1cc(C)nc2c(C)ccc([N+](=O)[O-])c12
27) O=C(NCCC1=CCCCC1)C1CCC(CNc2c(N3CCCCC3)c(=O)c2=O)CC1 (configuration not stated)
28) CC(=O)c1ccc(OCC(=O)NCc2ccc(F)cc2)cc1
29) COc1ccc(CCNC(=O)c2ccc(NC(=O)CC3SC(N4CCCCC4)=NC3=O)cc2)cc1OC (configuration not stated)
30) CC1(C)C(=O)Nc2ccccc2N1C(=O)COC(=O)COc1ccc(C#N)cc1
31) COC(=O)c1[nH]c2c(c1C)C(=O)CC(c1ccc(OC)c(OC)c1)C2 (configuration not stated)
32) COc1ccc2c(c1)N1CCN=C1N2C
Screen / compound no.	25	26	27	28	29	30	31	32
PKA-R2B activ	3	-5	1	-3	-2	3	-1	1
SR-BI uptake up	8	-56	/	-4	-67	/	-11	27
Keap1 Nrf2 FP	3	1	3	1	-5	2	2	0
SR-BI HDL uptake	-8	56	/	4	67	-22	11	-27
NSD2 HMT inh	1	11	-1	-5	0	0	0	1
RTF Ca sens inh	-18	-4	0	10	-10	0	1	-4
Arr AP2 block	24	-23	-6	35	11	-4	9	-4
PvdQ acylase	-9	10	-7	6	-12	-7	-12	-5
DAGLB inh	2	10	3	-1	2	3	4	-3
LANA DNA inh	-0.1	-0.3	0.4	0.2	0.9	0.0	0.6	-0.5

33) CCOC(=O)c1c(NC(=O)COC(=O)c2ccccc2NC)sc(C(=O)N(C)C)c1C
34) CC(CN1CCOCC1)OC(=O)c1cccc(Br)c1 (configuration not stated)
35) CN(C)c1nc(OCCNC(=O)COc2ccc(Cl)cc2Cl)nc(N(C)C)n1
36) O=C1C=C(c2ccnc3cc(Cl)ccc23)C[C@@H](c2ccc3c(c2)OCO3)C1
37) CCNC1=C(Cl)C(=O)c2ccccc2C1=O
38) CCN(CC(=O)Nc1ccc(NC(C)=O)cc1)C(=O)c1cc(S(=O)(=O)N2CCCCCC2)ccc1OC
39) Cc1cccc(C)c1OCC(=O)NCC1CCCO1 (configuration not stated)
40) O=C(O)/C=C\C(=O)Nc1ccccc1C(=O)NC1CCCCC1
Screen / compound no.	33	34	35	36	37	38	39	40
PKA-R2B activ	5	3	-1	-5	7	-5	-3	-4
SR-BI uptake up	-33	8	-22	-14	25	-25	9	28
Keap1 Nrf2 FP	2	0	2	0	-4	-5	-3	-9
SR-BI HDL uptake	33	-8	22	14	-1	25	-9	-28
NSD2 HMT inh	-12	1	-3	/	30	7	-11	-1
RTF Ca sens inh	3	-4	-1	2	-11	8	-7	-4
Arr AP2 block	-11	5	-2	-9	10	-5	14	20
PvdQ acylase	-16	7	0	-4	-6	-3	-14	0
DAGLB inh	-2	0	-10	-6	15	0	0	3
LANA DNA inh	-0.2	2.6	0.8	1.9	-4.0	-0.3	0.2	0.2

41) CCC(SCC(=O)OC)C(=O)Nc1nnc(C(C)C)s1 (configuration not stated)
42) C[C@H](CO)N1C[C@H](C)[C@@H](CN(C)C(=O)NC2CCCCC2)Oc2ccc(NC(=O)c3ccncc3)cc2C1=O
43) Cc1ccc(C)c2[nH]c(=O)c(CCNC(=O)CC(C)(C)C)cc12
44) CC1Cc2ccccc2N1C(=O)COC(=O)CCc1nc2ccccc2c(=O)[nH]1 (configuration not stated)
45) CCOc1cc(Cl)c(S(=O)(=O)NCc2cccnc2)cc1Cl
46) COc1ccc(C2CC2C(=O)c2ccccn2)cc1 (configuration not stated)
47) CCOc1ccc2nc(N/C(N)=N/S(C)(=O)=O)nc(C)c2c1
Screen / compound no.	41	42	43	44	45	46	47
PKA-R2B activ	-7	-14	-6	-4	-2	-2	4
SR-BI uptake up	39	17	/	-28	-29	-14	18
Keap1 Nrf2 FP	-9	-3	0	1	-1	5	2
SR-BI HDL uptake	-39	-17	/	28	29	14	-2
NSD2 HMT inh	/	/	/	-2	-3	-4	-3
RTF Ca sens inh	-3	-7	-3	-2	-7	5	9
Arr AP2 block	4	8	12	-7	0	-7	26
PvdQ acylase	10	-11	-7	13	-17	-9	-2
DAGLB inh	0	0	1	4	-3	-5	-2
LANA DNA inh	-1.3	1.3	0.1	1.0	1.4	-1.1	-0.2
